# a7 integrin act = qHTS for Activators of Integrin-Mediated Alleviation for Muscular Dystrophy | alpha7betagal myoblasts, beta-gal FDG fluorescence, 48 h | Potency, µM (top dose mostly 38.3 µM), for the others: top-dose activation, hits mostly activators | 350,000 compounds, 0.064% hits;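 further: potency means the concentration at half of the fitted maximal effect; 100% = response of the positive control SU9516; nearly all actives have a fitted effect of over 60% in size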
#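 alpha7betagal+/- myoblasts (passage 13, 250/well) treated 48 h at 37C with compounds at 1:260 dilution of DMSO stock. Lysed, then beta-galactosidase activity read as FDG fluorescence (ex 480/em 540) after 30 min, with pre-read for autofluorescence.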
# TSG101-PTAP inh = qHTS Assay for Iinhibitors of HIV-1 Budding by Blocking the Interaction of PTAP/TSG101 | Tumor susceptibility gene 101 protein (Homo sapiens), Q99816 | Fluorescence polarization, FITC-PTAP peptide / Tsg101 binding | Potency, µM (titrated, usually from 115 µM), for inactives: at the top dose activity change, negative = inhibition, usual class: inhibitors | 340,000 tested, under 10 active; active means well fitted inhibition curve with a large enough effect in the main read-out, with a control signal flat, not every such curve was filed as active; inconclusive means small, poorly fitted or top-dose-only effect, or effect the other way, or a change in a side signal; inactive means no such curve, though single readings can be large or run the other way; further: potency means the concentration at half of the fitted maximal effect; % of control where 0% means no effect
#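 Fluorescence anisotropy tracks displacement of a FITC-tagged PTAP peptide (50 nM) from the Tsg101 binding domain (10 uM), following a 20 min room-temperature incubation at pH 7.5.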
# p53 reactivation = qHTS assay for re-activators of p53 using a Luc reporter; 320,000 compounds, 0.063% hits; Potency, µM (titrated, usually from 92.2 µM), for the others: at the highest dose activity change, positive = activation, usual class: activators; H1299 p53-A138V BP100-luciferase reporter, luminescence, 24 h; further: potency means the concentration at half of the fitted maximal effect; % of control where 0% means no effect; nearly all actives have a fitted effect of over 45% in size
#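 H1299 (p53-null), stable ts p53-A138V + BP100-Luc; 1000 cells/well, Opti-MEM/10% FBS; cpd 4 pt, 1:5; 24 h, 37 deg C, 5% CO2; detection reagent 10 min RT; luminescence.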
# BRCA1 expr act = qHTS Assay to Identify Small Molecule Activators of BRCA1 Expression; 380,000 compounds, 1.1% hits; MCF7-BRCA1-FFLuc reporter, luminescence, 48 h; response scale: scaled: vehicle 0%, 10 µM genistein 100%; AID 624202, 2012; Potency, µM (series often up to 46.1 µM), without a hit: top-dose activation, usual class: activators; further: potency means the concentration at half of the fitted maximal effect; nearly all actives have a fitted effect of over 80% in size; some results filed as inactive show a strong effect at the top dose
#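 Using MCF7 cells harboring a BRCA1 firefly luciferase reporter, plated 2 h before compound pinning, the screen measured luminescence after 48 h incubation. Responses were normalized to DMSO and 10 microM genistein, then fitted for concentration-effect.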
# TCR act = Activators of T cell receptors: qHTS campaign | primary human leukocytes, anti-CD3, IL-2 HTRF, 48 h | 330,000 tested, under 10 active | Potency, µM (highest dose often 9.22 µM), inactives show at the top dose activation of IL-2 secretion, most hits filed as activators; further: % of control where 0% means no effect
#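 Primary human leukocytes incubated 48 hr with anti-CD3 beads plus compound, without co-stimulation. Secreted IL-2 measured by HTRF (europium cryptate/d2 anti-IL-2 pair, 320 nm excitation, 665 nm emission).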
# AT treatment = qHTS Assay for Identifying a Potential Treatment of Ataxia-Telangiectasia; […] A-T fibroblasts, KAP-1 phosphorylation AlphaLISA; neocarzinostatin DNA damage 30 min before lysis; Potency, µM (highest dose often 57.5 µM), for inactives: at the top dose activation, usual class: activators; 320,000 compounds, 0.19% hits; further: potency means the concentration at half of the fitted maximal effect; % of control where 0% means no effect; nearly all actives have a fitted effect of over 45% in size
#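 ATM-like activity read as KAP-1 phosphorylation via AlphaLISA donor/acceptor antibody pairs after lysis and 6 hr at 25C. Cells were ATM-null patient fibroblasts ([…], hTERT), dosed 60 min, then exposed to the DSB inducer NCS for 30 min.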
# CXXC DNA block = qHTS Fluorescence Polarization Assay for Inhibitors of MLL CXXC domain - DNA interaction; MLL-CXXC / FITC-HOXA9 DNA fluorescence polarization; AID 2662, 2010; Potency, µM (titrated, usually from 115 µM), without a hit: at the top dose activity change, negative = inhibition, usual class: inhibitors; 290,000 compounds, 0.037% hits; active means well fitted inhibition curve with a large enough effect in the polarisation, with a control signal flat, not every such curve was filed as active; inconclusive means small, poorly fitted or top-dose-only effect, or effect the other way, or a change in a side signal; inactive means no such curve, though single readings can be large or run the other way; the % refers to the polarisation; further: potency means the concentration at half of the fitted maximal effect
# Target sequence (Q03164 whole entry, looked up, the tested form may be a part): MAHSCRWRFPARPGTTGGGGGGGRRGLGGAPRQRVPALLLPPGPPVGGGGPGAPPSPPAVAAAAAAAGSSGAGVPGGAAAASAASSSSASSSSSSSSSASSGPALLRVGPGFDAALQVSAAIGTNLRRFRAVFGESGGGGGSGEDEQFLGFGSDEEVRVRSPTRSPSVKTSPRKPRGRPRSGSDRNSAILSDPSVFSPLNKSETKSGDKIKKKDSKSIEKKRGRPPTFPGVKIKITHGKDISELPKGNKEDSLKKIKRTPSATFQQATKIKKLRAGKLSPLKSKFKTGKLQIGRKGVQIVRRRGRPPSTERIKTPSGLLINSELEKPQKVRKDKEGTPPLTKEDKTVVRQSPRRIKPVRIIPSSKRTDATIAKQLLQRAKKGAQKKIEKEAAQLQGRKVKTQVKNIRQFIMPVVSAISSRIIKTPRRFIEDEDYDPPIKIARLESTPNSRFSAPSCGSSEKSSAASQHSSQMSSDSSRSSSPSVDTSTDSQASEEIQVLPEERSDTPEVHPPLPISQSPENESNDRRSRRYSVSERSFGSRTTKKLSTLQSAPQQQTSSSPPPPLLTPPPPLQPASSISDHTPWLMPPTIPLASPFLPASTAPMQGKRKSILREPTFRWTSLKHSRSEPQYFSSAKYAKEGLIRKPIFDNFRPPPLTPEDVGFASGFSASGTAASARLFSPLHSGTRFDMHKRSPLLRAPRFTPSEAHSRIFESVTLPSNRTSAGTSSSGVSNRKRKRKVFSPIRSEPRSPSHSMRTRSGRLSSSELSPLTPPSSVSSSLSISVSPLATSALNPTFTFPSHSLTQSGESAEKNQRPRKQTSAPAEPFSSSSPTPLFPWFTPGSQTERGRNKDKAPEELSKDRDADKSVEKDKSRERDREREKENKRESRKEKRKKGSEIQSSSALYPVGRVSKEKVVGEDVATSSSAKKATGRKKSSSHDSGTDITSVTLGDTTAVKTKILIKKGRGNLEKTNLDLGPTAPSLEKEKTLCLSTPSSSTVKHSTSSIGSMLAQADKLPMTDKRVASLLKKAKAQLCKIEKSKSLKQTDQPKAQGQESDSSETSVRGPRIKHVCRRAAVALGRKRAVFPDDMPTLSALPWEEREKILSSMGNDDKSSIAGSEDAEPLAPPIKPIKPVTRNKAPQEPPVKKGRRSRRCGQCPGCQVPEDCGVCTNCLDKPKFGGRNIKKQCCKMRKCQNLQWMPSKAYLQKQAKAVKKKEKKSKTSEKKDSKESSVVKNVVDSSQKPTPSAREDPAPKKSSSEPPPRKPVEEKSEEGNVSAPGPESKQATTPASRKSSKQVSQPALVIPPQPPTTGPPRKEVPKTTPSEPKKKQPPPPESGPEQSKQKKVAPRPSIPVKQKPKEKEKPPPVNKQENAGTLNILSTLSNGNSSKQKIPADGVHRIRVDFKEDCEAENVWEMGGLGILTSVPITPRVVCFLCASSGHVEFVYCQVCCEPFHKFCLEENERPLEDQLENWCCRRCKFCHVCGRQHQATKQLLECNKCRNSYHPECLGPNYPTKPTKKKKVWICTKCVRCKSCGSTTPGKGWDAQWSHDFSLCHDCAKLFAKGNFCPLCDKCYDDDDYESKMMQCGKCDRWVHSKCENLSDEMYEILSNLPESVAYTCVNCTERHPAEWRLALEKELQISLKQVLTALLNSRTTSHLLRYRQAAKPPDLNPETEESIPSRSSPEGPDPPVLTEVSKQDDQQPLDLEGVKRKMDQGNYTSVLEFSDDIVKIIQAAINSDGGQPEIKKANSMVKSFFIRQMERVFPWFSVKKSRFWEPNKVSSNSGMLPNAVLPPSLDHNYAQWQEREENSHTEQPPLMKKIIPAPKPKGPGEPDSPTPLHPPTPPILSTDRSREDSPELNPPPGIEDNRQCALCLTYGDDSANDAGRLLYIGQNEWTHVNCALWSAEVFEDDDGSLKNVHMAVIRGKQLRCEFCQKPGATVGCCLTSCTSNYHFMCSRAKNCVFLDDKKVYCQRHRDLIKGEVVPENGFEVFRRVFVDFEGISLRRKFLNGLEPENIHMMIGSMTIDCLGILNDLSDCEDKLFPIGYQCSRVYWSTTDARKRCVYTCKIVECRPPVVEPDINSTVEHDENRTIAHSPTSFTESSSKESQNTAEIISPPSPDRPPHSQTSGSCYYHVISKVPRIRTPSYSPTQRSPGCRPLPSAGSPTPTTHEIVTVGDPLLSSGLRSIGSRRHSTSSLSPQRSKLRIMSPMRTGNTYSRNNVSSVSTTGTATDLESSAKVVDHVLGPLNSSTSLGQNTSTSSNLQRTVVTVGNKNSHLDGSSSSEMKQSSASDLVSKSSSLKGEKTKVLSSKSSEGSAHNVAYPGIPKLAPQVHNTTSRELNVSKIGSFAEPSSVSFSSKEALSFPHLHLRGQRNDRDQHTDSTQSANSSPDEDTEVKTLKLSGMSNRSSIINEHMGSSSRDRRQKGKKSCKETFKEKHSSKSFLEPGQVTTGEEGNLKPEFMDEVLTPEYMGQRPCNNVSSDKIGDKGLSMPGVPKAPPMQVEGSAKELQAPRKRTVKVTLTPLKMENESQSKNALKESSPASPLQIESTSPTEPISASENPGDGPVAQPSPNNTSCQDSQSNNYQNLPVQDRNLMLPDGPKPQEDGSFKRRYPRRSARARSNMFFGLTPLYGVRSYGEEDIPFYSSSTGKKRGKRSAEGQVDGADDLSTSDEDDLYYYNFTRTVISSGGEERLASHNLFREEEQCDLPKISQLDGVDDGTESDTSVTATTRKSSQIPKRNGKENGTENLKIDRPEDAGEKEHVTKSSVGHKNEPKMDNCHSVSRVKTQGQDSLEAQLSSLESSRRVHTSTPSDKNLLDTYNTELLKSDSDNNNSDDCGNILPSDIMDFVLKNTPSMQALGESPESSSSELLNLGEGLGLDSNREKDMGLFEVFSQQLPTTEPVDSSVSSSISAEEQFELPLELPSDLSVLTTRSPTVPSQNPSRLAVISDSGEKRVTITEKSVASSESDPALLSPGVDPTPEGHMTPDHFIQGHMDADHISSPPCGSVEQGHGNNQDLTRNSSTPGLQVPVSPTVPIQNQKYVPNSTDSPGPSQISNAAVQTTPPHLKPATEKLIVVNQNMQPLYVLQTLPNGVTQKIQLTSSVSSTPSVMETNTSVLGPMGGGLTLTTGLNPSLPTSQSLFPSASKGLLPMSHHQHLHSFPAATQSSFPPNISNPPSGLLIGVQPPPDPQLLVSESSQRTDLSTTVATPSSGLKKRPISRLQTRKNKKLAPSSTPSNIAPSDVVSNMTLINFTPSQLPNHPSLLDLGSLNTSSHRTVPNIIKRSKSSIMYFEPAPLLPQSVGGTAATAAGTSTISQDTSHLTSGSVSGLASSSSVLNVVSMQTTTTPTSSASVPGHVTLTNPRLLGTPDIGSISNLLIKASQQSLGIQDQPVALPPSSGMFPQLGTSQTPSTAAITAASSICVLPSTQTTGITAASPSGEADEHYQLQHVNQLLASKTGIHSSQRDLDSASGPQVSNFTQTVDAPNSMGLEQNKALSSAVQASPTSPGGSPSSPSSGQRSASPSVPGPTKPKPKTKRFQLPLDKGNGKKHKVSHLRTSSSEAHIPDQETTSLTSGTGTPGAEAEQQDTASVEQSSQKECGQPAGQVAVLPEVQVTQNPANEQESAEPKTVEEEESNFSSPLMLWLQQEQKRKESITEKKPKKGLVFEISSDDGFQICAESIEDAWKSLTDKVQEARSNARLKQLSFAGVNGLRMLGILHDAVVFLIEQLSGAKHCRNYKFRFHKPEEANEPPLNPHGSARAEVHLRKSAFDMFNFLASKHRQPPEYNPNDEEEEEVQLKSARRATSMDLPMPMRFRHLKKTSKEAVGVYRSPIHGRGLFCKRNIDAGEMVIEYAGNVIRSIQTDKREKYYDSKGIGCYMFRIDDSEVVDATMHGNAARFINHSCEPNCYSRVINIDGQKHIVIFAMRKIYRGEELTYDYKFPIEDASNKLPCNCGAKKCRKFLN
#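 Steps: dispense CXXC domain solution (7 uM) → pin compounds or unlabeled HOX-A9 DNA control → 5 min ambient → add FLSN-HOX-A9 solution (50 nM) → spin → 30 min ambient → fluorescence polarization. Tris pH 7.5/NaCl/DTT/BSA buffer.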
# ELG1 DNA repair = qHTS screen for small molecules that inhibit ELG1-dependent DNA repair in human embryonic kidney (HEK293T) cells expressing luciferase-tagged ELG1. Potency, µM (doses to about 46.1 µM), for inactives: at the top dose activity change, negative = inhibition, actives largely listed as inhibitors. HEK293T ELG1-luciferase reporter, luminescence, 16 h; DNA damage induced by 5-fluorouridine. 330,000 compounds, 2.3% hits; further: potency means the concentration at half of the fitted maximal effect; on the % scale 0 is the no-effect control and ±100 the full control effect; nearly all actives have a fitted effect of over 55% in size
#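 Quantitative HTS, concentration-response format. 2,000 cells/well co-treated with 5-fluorouridine and compound, 16 hr in 5% CO2 at 37 °C; ONE-Glo luminescence read after 30 min.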
# TRPV1 ag = HTS Assay for Compounds that Act as Agonists of the Vanilloid Receptor 1; Transient receptor potential cation channel subfamily V member 1 (Homo sapiens), Q8NER1; TRPV1-expressing cells, Fluo-8 calcium influx, agonist mode; activation, % at 8.33 µM; 320,000 compounds, 0.19% hits; AID 540275, 2011; in the data active means activation above about 80%; inconclusive means between about 30% and that limit; further: 0% is about no effect
#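 TRPV1-expressing cells were cultured overnight at 35.5C and loaded with Fluo-8 calcium dye for 40 to 90 min at room temperature. After a 10 s baseline, compound was added and calcium influx was read kinetically for 3 min (ex 480/em 520 nm).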
# B2AR arrestin = qHTS assay of beta-arrestin-biased ligands of beta2-adrenergic receptor; 330,000 compounds, 0.02% hits; beta-arrestin recruitment to beta2AR, cell-based reporter; Beta-2 adrenergic receptor (Homo sapiens), P07550; Potency, µM (series often up to 46.1 µM), without a hit: at the highest dose activation, usual class: activators;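 further: potency means the concentration at half of the fitted maximal effect; 0% = DMSO controls and full agonism = EC100 isoproterenol or metaproterenol; nearly all actives have a fitted effect of over 65% in size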
# Numbers without * were called inactive; ? = inconclusive; . = no result given; [ ] = remark or other dose. Unless noted, the call rests on the fitted dose curve; in most records, active means well fitted curve in the direction sought with a large enough effect; inconclusive means small, poorly fitted or top-dose-only effect, or another doubt; inactive means no such curve, though single readings can be large; an effect the other way counts as inactive or inconclusive.
molecule	a7 integrin act	TSG101-PTAP inh	p53 reactivation	BRCA1 expr act	TCR act	AT treatment	CXXC DNA block	ELG1 DNA repair	TRPV1 ag	B2AR arrestin
O=C(O)CC(NC(=O)C12CC3CC(CC(C3)C1)C2)c1ccc(Cl)cc1 (centres undefined)	-7%	-2%	-3%	11%	-8%	5%	6%	0%	2	-0.6%
Cn1c(=O)[nH]c(=O)c2c1nc(N1CCN(Cc3ccccc3)CC1)n2CCSc1ncccn1	12%	-5%	2%	16%	4%	1%	-18%	?	-2	0.0%
CCn1c(CNc2cccc(Cl)c2)nnc1SCc1ccccc1	6%	-6%	-4%	-25%	-7%	7%	-6%	-17%	13	-0.1%
Cc1cccc(-n2ncc3c(NCc4cccs4)ncnc32)c1	3%	-4%	14%	?	2%	2%	7%	?	5	0.4%
CCN(C[C@H]1N[C@@](C)(C(=O)OC)[C@H]2C(=O)N(C)C(=O)[C@@H]12)S(=O)(=O)c1ccc(C)cc1	0%	0%	-4%	5%	6%	6%	.	9%	.	-0.2%
O=C(Oc1ccc(/C=N/NC(=O)c2ccccn2)cc1)c1cccc(Br)c1	13%	-6%	18%	92%	0%	-4%	22%	?	5	0.1%
CS(=O)(=O)c1ccc(Cl)c(NC(=O)c2ccc3ccccc3c2)c1	-11%	-6%	-9%	-2%	3%[46.1 µM]	-1%	6%	-12%	7	-0.8%
COc1ccccc1C(=O)NC(C)c1nc2ccccc2[nH]1 (centres undefined)	-11%	-2%	-9%	-34%	5%	-1%	-2%	16%	-1	-0.1%
CCN1C(=O)/C(=C\N(C)C)S/C1=N\S(=O)(=O)c1ccc(C)cc1	-2%	-1%	-4%	14%	1%	6%	-8%	-4%	4	0.5%
COc1ccc(CCNC2=NCCS2)cc1OC	-29%	-1%	6%	24%	-14%	1.3µM*	2%	?	2	-1.1%
Cc1cc(C)c(S(=O)(=O)N2CCOC2CNC(=O)C(=O)NCCN2CCOCC2)c(C)c1 (centres undefined)	-12%	-3%	-10%	-17%	-1%	-6%	?	5%	-5	-0.9%
CCCC(C(=O)NC1=NCCS1)c1ccccc1 (centres undefined)	2%	-4%	-2%	0%	7%	-1%	-1%	-5%	-2	-0.2%
CCOc1ccc(NC(=O)c2sc3nc4n(c(=O)c3c2C)CCC4)cc1	?	-1%	19%	0%	-5%	3%	-4%	-1%	-2	-0.2%
O=C(COC(=O)c1ccco1)NC1CCCC1	37%	-1%	7%	-4%	1%	2%	22%	?	0	-0.1%
Fc1ccc(C[n+]2csc3ccccc32)cc1	-37%	0%	8%	-1%	-3%	-2%	-23%	5%	-3	0.1%
Cc1c(-c2ccccc2)c(=O)oc2cc(O)ccc12	28%	-3%	14%	66%	-6%	5%	-5%	-3%	-2	-0.4%
CN(C)S(=O)(=O)c1ccc(Cl)c(NC(=O)COC(=O)c2ccc(O)cc2)c1	-7%	2%	-3%	-5%	-1%	17%	13%	?	-1	0.0%
Cn1c(=O)oc2cc(S(=O)(=O)N3CCN(c4ccccc4)CC3)ccc21	-14%	11%	24%	3%	-1%	5%	22%	?	9	-0.4%
Cc1cc(/C=C\c2ccccc2)nc2ccccc12	-48%[inhibitor]	0%	22%	48%	-3%	1%[11.5 µM]	4%	?	13	0.2%
COc1ccccc1N1CCN(C(=O)C(C)N(c2ccc(C)c(C)c2)S(C)(=O)=O)CC1 (centres undefined)	14%	-4%	1%	-28%	2%	0%	1%	?	-1	-0.4%
N#Cc1ccc(C(=O)Nc2nc(-c3cccs3)c(C(=O)C(F)(F)F)s2)cc1	1%	-1%	9%	-37%	6%	-16%	9%	-14%	3	-0.2%
C/C(CC(=O)Nc1ccccn1)=N\NC(=O)C(=O)Nc1cccc(Cl)c1C	6%	-4%	0%	-6%	3%	14%	-19%	30%	-3	0.2%
C=C(C)[C@@H]1CC[C@]2(C(=O)O)CC[C@]3(C)[C@H](CC[C@@H]4[C@@]5(C)CC[C@H](O)C(C)(C)[C@@H]5CC[C@]43C)[C@@H]12	.	-1%	11%	23%	1%	-3%	-4%	-13%	2	-0.5%
CCCSC1=C(C#N)C(c2cc(OC)ccc2OC)CC(=O)N1 (centres undefined)	10%	-2%	-1%	-29%	3%[46.1 µM]	1%	-1%	-4%	0	0.1%
CC1Cc2ccccc2N1C(=O)CNCCCN(C)C (centres undefined)	3%	0%	3%	0%	2%	1%	-12%	?	0	0.1%
CC(=O)N1c2ccc(S(=O)(=O)N3CCC(C(=O)NCc4ccc(F)cc4)CC3)cc2CC1C (centres undefined)	-12%	-2%	-4%	-2%	-2%	7%	8%	?	1	0.2%
CC(C)(C)c1ccc(/C=C/C(=O)N2CCOCC2)cc1	-1%	1%	27%	62%	-17%[46.1 µM]	7%	-2%	?	-12	-0.2%
CN(CC(=O)Nc1cccc(S(=O)(=O)NC2=NCCCCC2)c1)Cc1ccc(C(C)(C)C)cc1	-35%	0%	-4%	0%	10%	1%	-2%	?	24	0.0%
O=C(C1CC12CCCC2)N1CCC(CO)(Cc2ccccc2Cl)CC1 (centres undefined)	?	0%	0%	-7%	2%	-3%[11.5 µM]	1%	1%	15	0.1%
CC(C)CC(OC(=O)c1cccs1)C(=O)NCc1cccs1 (centres undefined)	-1%	-1%	-9%	2%	-3%	8%	11%	0%	9	0.4%
O=[N+]([O-])c1ccc(C(=S)N2CCC(Cc3ccccc3)CC2)cc1	0%	-3%	7%	-5%	5%[46.1 µM]	9%	-2%	-20%	1	-0.8%
Cc1ccc(C(C)(C)C)cc1S(=O)(=O)Nc1ncnc2sccc12	8%	-7%	-23%	-5%	9%	-3%	.	-4%	-8	-0.3%
COCC(=O)Nc1cc(C)cn(Cc2ccc(F)cc2)c1=O	14%	-2%	.	-1%	-8%	0%	1%	1%	0	-0.2%
Cc1ccc(NC(=O)c2sc3ccccc3c2Cl)nc1	25%	0%	?	83%	4%	2%	36%[activator]	?	6	-4.6%
COc1cccc(N2CCN(C3CC(=O)N(c4cccc(Cl)c4)C3=O)CC2)c1 (centres undefined)	-4%	-7%	2%	6%	4%	-1%	-5%	3%	11	0.0%
Cc1ccc(S(=O)(=O)N2CCN(c3nc(C)c4c(c3C#N)CC(C)(C)OC4)CC2)cc1	-23%	0%	1%	-52%	8%	2%	-7%	?	0	-0.3%
O=C(N=Nc1c(O)[nH]c2ccccc12)c1ccc2c(c1)OCO2	-2%	-10%	18%	?	0%	0%	5%	?	0	-0.7%
COc1ccc(Nc2nnc(C)c3ccccc23)cc1	18%	-1%	.	61%	1%	-5%	-2%	?	?	0.0%
COc1ccccc1NS(=O)(=O)c1cccc(C(=O)NCc2ccccn2)c1	28%	-2%	1%	-16%	8%	-2%	12%	4%	-7	-0.3%
OCCN(Cc1ccccc1)Cc1nc(CC2CC2)no1	-16%	-1%	-5%	5%	5%	-2%	-2%	-26%	3	-1.0%
CNC(C)c1ccc(S(N)(=O)=O)cc1 (centres undefined)	1%	-3%	3%	-4%	-1%	3%	17%	2%	-1	0.2%

# Full records, looked up by structure. Screens in order: a7 integrin act, TSG101-PTAP inh, p53 reactivation, BRCA1 expr act, TCR act, AT treatment, CXXC DNA block, ELG1 DNA repair, TRPV1 ag, B2AR arrestin
# Profile of `COc1ccccc1NS(=O)(=O)c1cccc(C(=O)NCc2ccccn2)c1` = 28%, -2%, 1%, -16%, 8%, -2%, 12%, 4%, -7, -0.3%
# Profile of `CC(C)(C)c1ccc(/C=C/C(=O)N2CCOCC2)cc1` = -1%, 1%, 27%, 62%, -17%[46.1 µM], 7%, -2%, ?, -12, -0.2%

# 4 of the entries above in order of their number in TRPV1 ag, descending:
molecule	TRPV1 ag
Cc1cccc(-n2ncc3c(NCc4cccs4)ncnc32)c1	5
O=C(COC(=O)c1ccco1)NC1CCCC1	0
CN(C)S(=O)(=O)c1ccc(Cl)c(NC(=O)COC(=O)c2ccc(O)cc2)c1	-1
Fc1ccc(C[n+]2csc3ccccc32)cc1	-3

# From PubChem BioAssay
